tuberculosis growth – growth inhibition of non-replicating M. tuberculosis (AID 488890). Mycobacterium tuberculosis non-replicating, growth inhibition; higher % means a stronger effect. inhibition, % at 25 µM; hits with a dose series show IC50 in µM. hit rate 0.39% among 320,000; in the data active = a potency from the dose series; inconclusive = inhibition mostly from about 82% at the one dose, without a potency; inactive = the rest, 99 in 100 with inhibition below about 76%;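 also: plate controls were DMSO cells for no effect and high antibiotic wells for full effect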
H37Rv inhibition – M. tuberculosis growth inhibition, HTS (AID 449762) | M. tuberculosis H37Rv growth inhibition, 7H9 media; higher % means a stronger effect | inhibition, % at 25 µM; hits with a dose series show IC50 in µM | hit rate 0.59% among 330,000; in the data active = a potency from the dose series; inconclusive = inhibition above about 70% without an active follow-up result;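 also: bacterial growth assessed after seven days of incubation; strong numbers were not always called active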
PhoP GFP inhibition – PhoP regulon inhibitors, Salmonella typhi PhoP promoter GFP reporter, confirmatory (AID 1850) | Salmonella Typhi PhoP-promoter GFP reporter, fluorescence, 4 h; higher % means a stronger effect | one-dose inhibition, % at 50 µM; IC50 in µM for titrated hits | hit rate 0.33% among 310,000; in the data active = a potency from the dose series; inconclusive = inhibition mostly from about 25% at the one dose, without a potency; inactive = the rest, 99 in 100 with inhibition below about 19%;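 also: 0% = induced wells with vehicle and 100% = uninduced wells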
VEEV TC-83 Vero – inhibitors of VEEV TC-83 cytopathic effect, confirmation, Vero cells (AID 588727). Vero cells, VEEV TC-83 cytopathic effect inhibition; higher % means a stronger effect. one-dose inhibition, % at 20 µM; IC50 in µM for titrated hits. hit rate 0.13% among 350,000; in the data active = a potency from the dose series; inconclusive = inhibition mostly from about 14% at the one dose, without a potency; inactive = the rest, 99 in 100 with inhibition below about 12%; also: strong numbers were not always called active
H1N1 NS1A inhibition – H1N1 influenza NS1A inhibitors, functional cell based assay (AID 504329). NS1A functional cell-based assay, percent inhibition; higher % means a stronger effect. inhibition, % at 12.5 µM, or IC50 in µM where a hit was titrated. hit rate 0.3% among 340,000; in the data active = a potency from the dose series; inconclusive = inhibition above about 27% without an active follow-up result; also: strong numbers were not always called active
VEEV TC-83 Vero 10K pilot screen – also measured in VEEV TC-83 Vero; calls as there; inhibition, %; measured here: 10K pilot screen inhibition
* marks the source's active call; other numbers are inactive results; i = inactive; u = inconclusive; x = no result given.

SMILES	tuberculosis growth	H37Rv inhibition	PhoP GFP inhibition	VEEV TC-83 Vero	H1N1 NS1A inhibition	others
CC(C)CNC(=O)CN(C)S(=O)(=O)c1ccc(F)cc1	-10%	2%	9%	2.6%	25%
Cc1ccc(C(=O)Nc2ccc3ncccc3c2)cc1	30%	-7%	0%	2.6%	21%
Cc1ccc(S(=O)(=O)CCC(=O)OCC(=O)c2cc(C)n(C)c2C)cc1	23%	3%	x	0.5%	-11%
Cc1ccc(OCC(=O)Nc2ccccc2C(=O)NC2CC2)cc1	-7%	-6%	x	4.3%	-13%
COc1ccc(C(O)(c2ccccc2)C(C(=O)O)c2ccccc2)cc1 (stereo unspecified)	x	x	x	2.3%	-23%
Cn1c(Nc2ccc(F)cc2)nc2ccccc21	2%	1%	-8%	1.0%	0%
COc1ccc(/C=N/NC(=O)c2ccc(NS(=O)(=O)c3cccs3)cc2)cc1	26%	1%	x	1.7%	-13%
CCOC(=O)c1sc(NC(=O)c2ccncc2)c(C#N)c1C	u	-3%	-10%	1.9%	-3%
O=C1N[C@@H](Cc2c[nH]c3ccccc23)COC(=O)[C@H](Cc2ccc(F)cc2)C/C=C\C[C@@H]1CC(=O)N(CCO)Cc1ccccc1	75%	8%	x	5.2%	0%
COc1cccc(CNC(=O)[C@H](CCSC)NC(=O)N2CCn3c2nc2ccccc23)c1	23%	-1%	-1%	4.8%	2%
CC(C)(C)n1nnnc1C(c1cccnc1)N1CCN(c2cccc(C(F)(F)F)c2)CC1 (stereo unspecified)	21%	-8%	-23%	2.2%	-6%
O=C1CN(C(=O)/C=C/c2ccccc2F)c2ccccc2N1	3%	5%	0%	6.2%	1%
C[n+]1cc[nH]c1SCC(=O)c1ccccc1	-14%	-1%	7%	5.2%	-6%
Cc1cc(=O)[nH]c(SCc2ccc(Cl)cc2Cl)n1	-4%	11%	-13%	0.5%	-6%
N#Cc1ccccc1OCC(=O)NCCNC(=O)COc1ccccc1C#N	0%	-2%	9%	1.8%	-6%
c1ccc2c(c1)ncn2-c1ccc(-c2ccnc3ncnn23)cc1	-3%	-7%	3%	1.8%	3%
COc1ccc(C(=O)NCc2ccc(-c3nc4ccccc4s3)cc2)cc1OC	-8%	-7%	-9%	i	-3%
CCOc1ccccc1NC(=O)CCc1c(C)nn(-c2ccc(N3CCCCC3)nn2)c1C	21%	-1%	-20%	13%	-3%
CCCOC(=O)CCCCC1SCC(NC(=O)OC)C1NC(=O)OC (stereo unspecified)	3%	-1%	-10%	i	1%
COc1ccc(/C=C(\NC(=O)c2ccc(C)cc2)C(=O)Nc2ccc(C(=O)O)cc2)cc1	5%	5%	1%	i	-1%
COC(=O)c1cccnc1-n1c(=O)c2cccnc2n(Cc2cccc([N+](=O)[O-])c2)c1=O	4%	-5%	5%	0.5%	9%
CCCn1c(SCCc2ccccc2)nc2c1c(=O)[nH]c(=O)n2C	33%	2%	-4%	5.8%	-26%
COc1ccc(/C=N/NC(=S)NCCc2ccccc2)cc1	-29%	-2%	6%	0.8%	3%
CC1(C)C(=O)Nc2ccccc2N1C(=O)COC(=O)c1cccnc1	-9%	-5%	x	0.9%	8%
CCOc1ncccc1C(=O)OCC(=O)c1ccc(Cl)s1	62%	5%	-5%	i	-3%
CC(=O)NC1=NN(C(C)=O)C(c2ccccn2)S1 (stereo unspecified)	10%	6%	-1%	0.1%	3%
O=C(Cn1ccc(NC(=O)OCc2ccccc2)nc1=O)NCCCc1ccccc1	-17%	-7%	x	3.1%	-15%
COc1ccc(Nc2nnc(-c3ccc(C)cc3)c3ccccc23)cc1C(=O)N1CCCCC1	44%	13%	-2%	u	2%
CC(C)CN(CCCNC(=O)CN1C(=O)COc2ccc(S(=O)(=O)N3CCC(C)CC3)cc21)CC(C)C	14%	-6%	2%	i	-2%
Cc1ccc(OCCN2C(=O)OC(C)(C)C2(C)O)cc1 (stereo unspecified)	11%	-3%	0%	1.1%	0%
CCCNC(=O)c1noc2c1CCc1ccccc1-2	34%	54%	x	3.5%	5%
CN(C)C(=O)COC(=O)c1ccccc1Nc1ccc(SC(F)F)cc1	62%	5%	-2%	i	-9%
O=S1(=O)CCOC[C@H](CC2CCCCC2)N1Cc1cccc(C(F)(F)F)c1	-2%	1%	4%	0.3%	-15%
Cc1cnc(NC2=NCCC2)s1	-9%	5%	-3%	1.3%	-2%
CC(=Nc1ccccc1)C1=C(O)CSC1=O	-12%	-3%	5%	1.3%	-1%
Cc1ccc(S(=O)(=O)N2C3C=CC(C3)C2C(=O)O)cc1 (stereo unspecified)	x	-3%	-5%	0.9%	4%
O=C1c2ccccc2NC(c2cccc([N+](=O)[O-])c2)N1O (stereo unspecified)	9%	-2%	-13%	i	-15%
Cc1ccc(C(=O)Oc2oc(-c3ccco3)nc2C=Nc2ccc(Cl)cc2)cc1	u	-1%	0%	5.2%	-6%
Cc1cc(C)cc(OCCNC(=O)c2ccc(Br)cc2)c1	40%	11%	10%	i	-6%
COc1ccc(CC(=O)N2CCc3ccccc32)cc1	65%	7%	-3%	0.7%	-5%

Some of these compounds in order of SMILES length, rising.
SMILES	tuberculosis growth	H37Rv inhibition	PhoP GFP inhibition	VEEV TC-83 Vero	H1N1 NS1A inhibition	others
CC(=Nc1ccccc1)C1=C(O)CSC1=O	-12%	-3%	5%	1.3%	-1%
Cn1c(Nc2ccc(F)cc2)nc2ccccc21	2%	1%	-8%	1.0%	0%
CC(=O)NC1=NN(C(C)=O)C(c2ccccn2)S1 (stereo unspecified)	10%	6%	-1%	0.1%	3%
Cc1cc(=O)[nH]c(SCc2ccc(Cl)cc2Cl)n1	-4%	11%	-13%	0.5%	-6%
Cc1ccc(OCCN2C(=O)OC(C)(C)C2(C)O)cc1 (stereo unspecified)	11%	-3%	0%	1.1%	0%
CC(C)CNC(=O)CN(C)S(=O)(=O)c1ccc(F)cc1	-10%	2%	9%	2.6%	25%
CCCOC(=O)CCCCC1SCC(NC(=O)OC)C1NC(=O)OC (stereo unspecified)	3%	-1%	-10%	i	1%
N#Cc1ccccc1OCC(=O)NCCNC(=O)COc1ccccc1C#N	0%	-2%	9%	1.8%	-6%
CC1(C)C(=O)Nc2ccccc2N1C(=O)COC(=O)c1cccnc1	-9%	-5%	x	0.9%	8%
COc1ccc(C(O)(c2ccccc2)C(C(=O)O)c2ccccc2)cc1 (stereo unspecified)	x	x	x	2.3%	-23%
COc1ccc(C(=O)NCc2ccc(-c3nc4ccccc4s3)cc2)cc1OC	-8%	-7%	-9%	i	-3%
O=C(Cn1ccc(NC(=O)OCc2ccccc2)nc1=O)NCCCc1ccccc1	-17%	-7%	x	3.1%	-15%
Cc1ccc(S(=O)(=O)CCC(=O)OCC(=O)c2cc(C)n(C)c2C)cc1	23%	3%	x	0.5%	-11%
O=S1(=O)CCOC[C@H](CC2CCCCC2)N1Cc1cccc(C(F)(F)F)c1	-2%	1%	4%	0.3%	-15%
COc1ccc(/C=N/NC(=O)c2ccc(NS(=O)(=O)c3cccs3)cc2)cc1	26%	1%	x	1.7%	-13%
COc1cccc(CNC(=O)[C@H](CCSC)NC(=O)N2CCn3c2nc2ccccc23)c1	23%	-1%	-1%	4.8%	2%
COc1ccc(/C=C(\NC(=O)c2ccc(C)cc2)C(=O)Nc2ccc(C(=O)O)cc2)cc1	5%	5%	1%	i	-1%
CC(C)CN(CCCNC(=O)CN1C(=O)COc2ccc(S(=O)(=O)N3CCC(C)CC3)cc21)CC(C)C	14%	-6%	2%	i	-2%
O=C1N[C@@H](Cc2c[nH]c3ccccc23)COC(=O)[C@H](Cc2ccc(F)cc2)C/C=C\C[C@@H]1CC(=O)N(CCO)Cc1ccccc1	75%	8%	x	5.2%	0%

Next part.
SMILES	tuberculosis growth	H37Rv inhibition	PhoP GFP inhibition	VEEV TC-83 Vero	H1N1 NS1A inhibition	others
O=C(NC(Cc1c[nH]c2ccccc12)C(=O)O)c1ccc(F)cc1 (stereo unspecified)	-4%	-7%	2%	2.1%	0%
CCn1c(C(C)C)n[nH]c1=S	6%	-5%	15%	1.0%	-12%
O=C(Cn1cc2c(n1)CCCCC2)N1CCc2ccccc21	-2%	-6%	-7%	0.9%	7%
CCC(=O)Nc1c2c(nn1-c1ccc(F)cc1)CS(=O)(=O)C2	-8%	-3%	1%	1.2%	24%
COc1ccc(C(=O)COC(=O)Cn2c(C)csc2=O)c(OC)c1	-14%	-1%	3%	0.8%	1%
COC(=O)C1=C(C)N=C2SC(C)C(=O)N2C1/C=C/c1ccccc1OC (stereo unspecified)	18%	-8%	-3%	3.8%	3%
COC(=O)c1ccc(NC(=O)Nc2ccccc2C)cc1	11%	-1%	10%	0.9%	-4%
CC(=O)COc1ccc2cc(-c3ccccc3)c(=O)oc2c1	53%	2%	-2%	1.6%	0%
Cc1ccc(-n2c3nc(=O)[nH]c(=O)c-3cc3cc([N+](=O)[O-])ccc32)cc1C	51%	5%	-18%	7.3%	17%
O=C1c2ccccc2C(=O)c2c1ccc1c(=O)n(C3CCCCC3)[nH]c21	32%	29%	0%	2.6%	17%
c1cc(C2N3CCCN2CC3)ccn1 (stereo unspecified)	-2%	4%	-13%	i	-5%
CN1CCc2nc(N)c(C#N)c(-c3ccccc3)c2C1	24%	5%	17%	i	-7%
CCC(c1nnnn1C(C)(C)C)N1CCN(C(=O)c2ccco2)CC1 (stereo unspecified)	-9%	4%	13%	i	7%
COc1ccccc1CNC(=O)c1ccccc1OCc1ccc(F)cc1	41%	0%	-8%	4.2%	0%
CCOC(=O)N1CCN(C(=O)C2CCC(=O)N(CCc3ccccc3)C2)CC1 (stereo unspecified)	1%	6%	0%	0.2%	-5%
Cn1c(=O)c2sccc2n(Cc2ccccc2)c1=O	16%	4%	-4%	0.0%	-3%
CCN(CC)CCOC(=O)c1ccc(NC(=O)c2ccc(Cl)c(S(=O)(=O)N3CCCCCC3)c2)cc1	32%	1%	14%	i	10%
COc1ccccc1OCCn1c(C)c(C=O)c2ccccc21	28%	1%	-6%	2.3%	-1%
Cc1ccc(/C=C(\NC(=O)c2ccccc2)C(=O)N2CCCCC2)cc1	32%	7%	11%	0.5%	-1%
CCOC(=O)Cn1c(=O)c2c(nc3n2CCCCN3c2ccc(OCC)cc2)n(C)c1=O	13%	5%	3%	0.6%	-1%
COC(=O)C(C(=O)Nc1cccc(Cl)c1C)C1CCCC1 (stereo unspecified)	45%	-1%	2%	0.5%	13%
CCOC(=O)N1CCN(C(=O)CSc2ccc(-c3ccccc3OC)nn2)CC1	-4%	-11%	0%	0.9%	0%
CCOC(=O)C(NCCc1ccccc1F)(NC(=O)CC)C(F)(F)F (stereo unspecified)	-3%	-2%	-2%	1.7%	7%
O=C(Nc1cccc(F)c1)NC1(C(=O)NCC2CCCO2)CCCCC1 (stereo unspecified)	-12%	-10%	3%	0.3%	2%
O=C(NCCO)c1nsnc1NCCCl	-9%	-2%	3%	1.2%	1%
CCn1c(SCc2nc(-c3ccccc3)no2)nc2ccccc21	x	33%	0%	0.2%	0%
C#CCOCCOCCOCCNc1nc(N2CCN(C(=O)[C@H](CCC(=O)O)n3cc([C@@H](N)[C@H](C)CC)nn3)CC2)nc(N2CCN(C(=O)[C@H](CCC(=O)O)n3cc([C@@H](N)CC(N)=O)nn3)CC2)n1	-8%	-9%	x	0.2%	-21%
COc1cc(C(=O)NCc2cc3ccccc3n2C)cc(OC)c1OC	16%	-8%	-8%	1.2%	1%
Cc1cccc(N2CCN(S(=O)(=O)c3cnc[nH]3)CC2)c1C	x	-3%	-3%	0.9%	1%
O=C(c1cn(-c2ccccc2)nc1-c1cccnc1)N1CCCCC1	1%	-1%	0%	0.5%	9%
CNC(=O)c1ccc(-c2sc3nc(N4CCOCC4)c4c(c3c2N)CC(C)(C)OC4)o1	-8%	4%	5%	8.8%	10%
CC(COc1ccccc1)N1CCC(CO)(CCc2ccccc2)CC1 (stereo unspecified)	31%	-7%	5%	i	1%
O=c1c2[nH]c3ccc(F)cc3c2ncn1CCCN1CCOCC1	13%	-3%	-6%	1.1%	13%
CC(Oc1ccccc1)C(=O)Nc1cc(Cl)ccc1-n1cncn1 (stereo unspecified)	2%	1%	5%	8.5%	-3%
COc1ccc(OC)c(N(CC(=O)NCCSCc2ccco2)S(=O)(=O)c2ccccc2)c1	-9%	12%	7%	7.6%	9%
Cc1ccc(C)c(NC(=O)CCn2nc(C)cc2C)c1	2%	4%	4%	0.2%	-7%
CCOC(=O)N1CCC(NC(=O)c2cc3c(C)nc4ccccc4c3o2)CC1	21%	-9%	0%	8.3%	-5%	VEEV TC-83 Vero 10K pilot screen=7.9

Screening results as filed in PubChem BioAssay.
